ASAP1 inh: inhibitors of human ASAP1 ArfGAP activity. ASAP1-stimulated ARF1 GTP hydrolysis, GDP FP detection. inhibition, % at 16.5 µM. 360,000 compounds, 0.19% hits. AID 624377; in the data active = inhibition above about 25%;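 also: 0% = vehicle with enzyme and substrate and 100% = no enzyme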
DDE Tn6 FP inh: disrupts Tn6 cyclic peptide binding to fibrin D-Dimer-E complex | Fibrin DD(E) TRITC-Tn6 fluorescence polarization displacement | AID 720509 | 370,000 compounds, 0.21% hits | inhibition, % at 8.3 µM;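 active = inhibition above a per-campaign cutoff: mean of compounds within control limits plus 3 SD, cut at about 15% in these data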;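 also: 0% = median of all compound wells on the plate and 100% = blocking peptide control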
KLK7 zymogen act: activators of human kallikrein-7 zymogen. P49862. purified proKLK7, EDANS-DABCYL substrate fluorescence; 100% is mature enzyme control, 0% vehicle. activation, % at 7 µM. 370,000 compounds, 0.9% hits. AID 652039;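 active = activation above the mean of all tested compounds plus 3 SD, computed per campaign excluding outliers beyond control limits, cut at about 13% in these data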
ARFGAP1 inhibitor: inhibitors of rat ARFGAP1. 360,000 compounds, 0.26% hits. AID 651572. inhibition, % at 16.5 µM. Arfgap1-stimulated ARF1 GTP hydrolysis, GDP FP detection. Q62848;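 active = inhibition above a per-plate limit, mean inhibition of low control wells plus 3 SD, cut at about 25% in these data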;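 also: 0% = DMSO wells with enzyme and 100% = wells lacking Arfgap1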
Target sequence (Q62848 1-136 limits assumed): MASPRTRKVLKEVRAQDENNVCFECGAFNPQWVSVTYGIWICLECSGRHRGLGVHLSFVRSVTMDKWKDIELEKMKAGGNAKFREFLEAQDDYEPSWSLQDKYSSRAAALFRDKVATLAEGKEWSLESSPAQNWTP
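Repeats: one replicate per compound; assay system: rat Arfgap1 catalytic domain, aa 1-136; times: enzyme reaction 120 min at 25 °C after 20 min preincubation; detection: FP of antibody-bound GDP Alexa 633 tracer, ex 620/em 688 nm; benchmarks: high control wells lacking Arfgap1, low control full reaction with DMSO; reagent: human ARF1(Δ1-17)-GTP substrate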
PLCb3 inh: blocks human PLC-beta3 enzyme activity; Q01970; inhibition, % at 12.2 µM; Purified PLC-beta3, fluorogenic substrate, fluorescence; 370,000 compounds, 0.18% hits; in the data active = inhibition above about 11%;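 also: 0% = median of compound wells on plate and 100% = full blocker control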
PLCg1 inh: blocks human PLC-gamma1 enzyme activity. P19174. purified PLC-gamma1, fluorogenic substrate, fluorescence. inhibition, % at 12.2 µM. 370,000 compounds, 0.84% hits; in the data active = inhibition above about 9.5%
MBD2 DNA inh: blocks human MBD2 binding to methylated DNA; Q9UBB5; TR-FRET, MBD2 binding to methylated oligonucleotide; inhibition, % at 4.4 µM; 370,000 compounds, 0.31% hits; in the data active = inhibition above about 13%
Tn7 DDE FP: disrupts Tn7 cyclic peptide binding to fibrin D-Dimer-E complex. P02675. FP displacement of FITC-Tn7 peptide from fibrin DD(E); 0% = median of compound wells per plate. inhibition, % at 8.3 µM. 370,000 compounds, 0.13% hits. AID 720508;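 active = inhibition above the mean of compounds falling within the control limits plus 3 SD of them, cut at about 14% in these data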;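 also: 0% = plate median of compound wells and 100% = 10 µM Aha-Tn7 peptide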
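Assay system: Human fibrin DD(E) protein | Medium: Tris buffer with calcium and detergent, pH 7.8 | Reagent: 0.1 µM fluorescent Tn7 | Compound dosing: Single point at 8.3 µM | Times: 10 min preincubation, 3 h with tracer, room temperature | Detection: Fluorescence polarization of the labelled Tn7 tracer | Controls: Aha-Tn7 high control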
UHRF1 binding: UHRF1 methyl-DNA binding inhibition. UHRF1 binding to methylated oligo, TR-FRET. inhibition, % at 4.4 µM. 370,000 compounds, 0.75% hits; in the data active = inhibition above about 21%;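 also: UHRF1 SRA domain binding a hemimethylated CpG hairpin DNA probe; 0% = median of test compound wells and 100% = reference inhibitor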
Target sequence (Q96T88 whole entry, looked up, the tested form may be a part): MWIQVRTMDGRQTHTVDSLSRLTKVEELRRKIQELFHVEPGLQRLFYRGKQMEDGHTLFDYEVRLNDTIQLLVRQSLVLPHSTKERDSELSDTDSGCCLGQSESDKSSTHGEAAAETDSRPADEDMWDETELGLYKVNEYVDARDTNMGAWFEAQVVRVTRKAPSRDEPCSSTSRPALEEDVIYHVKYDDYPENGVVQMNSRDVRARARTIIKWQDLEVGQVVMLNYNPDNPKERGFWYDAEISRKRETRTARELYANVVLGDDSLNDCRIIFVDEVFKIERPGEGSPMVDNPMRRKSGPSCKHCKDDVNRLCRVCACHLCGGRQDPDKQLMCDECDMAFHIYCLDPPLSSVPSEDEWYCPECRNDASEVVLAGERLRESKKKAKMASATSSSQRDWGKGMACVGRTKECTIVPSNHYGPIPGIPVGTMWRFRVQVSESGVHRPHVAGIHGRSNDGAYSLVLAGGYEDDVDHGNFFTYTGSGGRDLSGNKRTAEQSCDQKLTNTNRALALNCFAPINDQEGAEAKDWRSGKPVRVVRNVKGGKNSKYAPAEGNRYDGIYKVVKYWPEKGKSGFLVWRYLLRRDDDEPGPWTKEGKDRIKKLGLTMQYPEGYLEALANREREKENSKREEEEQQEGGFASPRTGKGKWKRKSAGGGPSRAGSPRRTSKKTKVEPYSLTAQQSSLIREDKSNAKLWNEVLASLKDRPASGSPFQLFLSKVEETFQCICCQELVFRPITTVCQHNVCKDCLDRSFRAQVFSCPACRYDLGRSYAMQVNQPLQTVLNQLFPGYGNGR
ADAM17 inh: inhibits human ADAM17 | 370,000 compounds, 0.83% hits | inhibition, % at 6.95 µM | P78536 | recombinant ADAM17, EDANS/DABCYL FRET peptide cleavage | AID 720648;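 active = inhibition above the mean of compounds lying between control limits plus 3 SD, set per campaign, cut at about 8.5% in these data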;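 also: 0% = DMSO-only wells as the low control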
* = called active by the depositor; . = no result given; & = joins results of further samples. No enrichment for hits; 4.1% or so of the library scored in one or more.

SMILES	ASAP1 inh	DDE Tn6 FP inh	KLK7 zymogen act	ARFGAP1 inhibitor	PLCb3 inh	PLCg1 inh	MBD2 DNA inh	Tn7 DDE FP	UHRF1 binding	ADAM17 inh
CCCn1nnnc1NCc1ccccc1C	-9	-1	-0.3	3	-3	-1	0	-4	6	4
Cc1nc2ccc(C(=O)Nc3cccc([N+](=O)[O-])c3)cc2s1	15	3	0.0	-4	-4	-4	1	-3	-2	-1
COc1ccc(CCNC(=O)CN2C(=O)c3ccccc3C2=O)cc1	6	9	0.8	4	7	3	-1	3	0	6
C/C(NCCCn1ccnc1)=C(\C#N)C(N)=O	4	-3	-0.2	-7	2	0	3	8	0	0
CC(=O)NC(Cc1ccccc1)C(=O)NC1CCN(C(=O)NCc2ccccc2)CC1 (stereo not given)	-8	3	-0.4	1	-1	1	-2	5	3	-1
O=C(COc1ccccc1F)NNC(=O)c1cc(Br)ccc1Cl	5	0	-1.0	-12	-2	0	-1	4	-2	0
COc1ccc(C2=Nn3c(nnc3-c3ccc(OC)cc3)SC2)cc1	3	0	0.4	6	-2	3	2	1	2	-1
CC1=C(/C=C/C(C)=C/C=C/C(C)=C/C(=O)Nc2ccc(O)cc2)C(C)(C)CCC1	-3&-3	-5&0	0.2&0.2	-2&11	-12&-21	-3&-12	7&3	3&-4	-2&-3	-3&0
CCOc1ccc(S(=O)(=O)NC2CCCCCC2)cc1	-7	0	-0.1	-9	2	-1	2	7	1	-3
O=C(c1ccc2c(c1)N(Cc1ccccc1F)C(=O)c1ccccc1S2(=O)=O)N1CCCC1	-10	1	0.3	6	2	4	-3	-8	-2	-1
COc1ccc(-n2nc(C(=O)NCC(=O)NC3CCCCC3)c3ccccc3c2=O)cc1	-3	-1	0.5	-6	-12	-7	1	-5	-1	0
O=C(Nc1nc2c(c(=O)[nH]1)CCCC2)C1CC1	17	2	0.3	-8	-1	-1	-1	0	0	-5
O=C1NCCCC1C(=O)N/N=C/c1ccccc1O (stereo not given)	1	-2	-58	1	-30	-27	1	-10	3	-19
COc1ccc(C(=O)NC(=S)NNC(=O)CCc2ccccc2)cc1	5	3	-0.1	10	3	0	0	-3	-4	0
O=C(C1Cc2ccccc2CN1S(=O)(=O)c1ccccc1[N+](=O)[O-])N1CCOCC1 (stereo not given)	-3	-5	0.2	-11	2	3	-5	1	-3	-4
O=C(/C=C/c1ccc([N+](=O)[O-])cc1)OCC(=O)N1CCCC1	-9	-1	0.1	-7	0	1	4	2	0	1
Cc1cc2oc(=O)cc(CN(Cc3ccccc3)Cc3ccccc3)c2cc1Cl	2	-2	0.3	-23	2	-1	-2	1	0	-1
COc1ccc(-n2nc3c(c2NC(=O)C2CC2)CS(=O)(=O)C3)cc1	5	-10	0.6	12	-6	8	10	3	4	-2
CC(NC(=O)[C@H](C)NC(=O)c1ccco1)c1ccc(S(N)(=O)=O)cc1 (stereo not given in full)	-7	2	-0.8	-4	1	-1	-1	9	0	-2
CC12CN3CC(C)(CN(C1)C3c1ccc(Br)cc1)C2=O (stereo not given)	-6	8	0.8	1	3	-1	-2	6	0	-3

A portion from further up:
SMILES	ASAP1 inh	DDE Tn6 FP inh	KLK7 zymogen act	ARFGAP1 inhibitor	PLCb3 inh	PLCg1 inh	MBD2 DNA inh	Tn7 DDE FP	UHRF1 binding	ADAM17 inh
COc1ccc(C2=Nn3c(nnc3-c3ccc(OC)cc3)SC2)cc1	3	0	0.4	6	-2	3	2	1	2	-1
CC1=C(/C=C/C(C)=C/C=C/C(C)=C/C(=O)Nc2ccc(O)cc2)C(C)(C)CCC1	-3&-3	-5&0	0.2&0.2	-2&11	-12&-21	-3&-12	7&3	3&-4	-2&-3	-3&0
CCOc1ccc(S(=O)(=O)NC2CCCCCC2)cc1	-7	0	-0.1	-9	2	-1	2	7	1	-3
O=C(c1ccc2c(c1)N(Cc1ccccc1F)C(=O)c1ccccc1S2(=O)=O)N1CCCC1	-10	1	0.3	6	2	4	-3	-8	-2	-1
COc1ccc(-n2nc(C(=O)NCC(=O)NC3CCCCC3)c3ccccc3c2=O)cc1	-3	-1	0.5	-6	-12	-7	1	-5	-1	0
O=C(Nc1nc2c(c(=O)[nH]1)CCCC2)C1CC1	17	2	0.3	-8	-1	-1	-1	0	0	-5
O=C1NCCCC1C(=O)N/N=C/c1ccccc1O (stereo not given)	1	-2	-58	1	-30	-27	1	-10	3	-19

Carrying on:
SMILES	ASAP1 inh	DDE Tn6 FP inh	KLK7 zymogen act	ARFGAP1 inhibitor	PLCb3 inh	PLCg1 inh	MBD2 DNA inh	Tn7 DDE FP	UHRF1 binding	ADAM17 inh
Cc1ccc2nc(-c3ccc(NC(=O)CSCC(=O)O)cc3)sc2c1	2	7	3.1	-9	-178	-130	5	0	-3	-369
N#Cc1nc(-c2ccc(F)cc2)oc1N1CCC(C(N)=O)CC1	-4	-3	4.8	4	-57	-39	0	4	3	-267
Cc1cccc(C)c1NC(=O)C1CC2CCC1C2 (stereo not given)	-12	-6	0.7	0	-7	2	1	-6	-1	0
CCOC(=O)CSc1cc(C)nc(NC(C)=O)n1	-8	4	-0.2	3	6	-3	4	-3	4	4
COc1ccc(NC(=O)NNS(=O)(=O)c2cc(C)ccc2C)cc1OC	6	1	-0.2	0	-6	-2	-4	0	-2	0
CN(C)CCN(C(=O)c1ccc2ccccc2c1)c1nc2c(F)cccc2s1	5	2	0.1	-7	-6	-1	-7	-5	-1	-1
OCc1n[nH]c(CO)n1	-11	9	0.6	0	-1	2	2	11	-4	-3
O=C(Nc1ccc(N2CCOCC2)c(S(=O)(=O)Nc2ccccc2Cl)c1)c1ccc(=O)[nH]n1	6	-9	-0.4	7	-6	0	-2	5	-1	-5
N=C1S/C(=C\c2ccc(-c3cccc(Cl)c3)o2)C(=O)N1c1nccs1	7	3	0.0	4	0	-2	0	0	-3	-2
CCN(CC(=O)NCc1ccc(F)cc1)C(=O)CN1CCN(c2ccccc2OC)CC1	-3	-8	0.3	6	-4	0	-6	-1	-1	-1
CCn1nnc(-c2ccccc2NS(=O)(=O)c2ccc(S(=O)(=O)N3CCCCCC3)cc2)n1	-10	5	-0.3	3	2	2	-4	-3	1	-1
Cc1ccccc1-c1nc(CN2CCC(C(=O)NCc3cccs3)CC2)c(C)o1	4	2	1.2	-5	2	1	2	2	-1	-8
COc1cc(O)c2c(c1)OC(C)(C)CC2=O	-1	0	-0.7	-8	0	1	-6	1	2	-3
CC1(C)Oc2ccc(C(=O)N3CCOCC3)cc2N(CC(=O)N2CCOCC2)C1=O	6	-1	0.2	-4	2	2	-2	10	-1	-3
Cc1cccc(CNC(=O)c2sc(=O)n(Cc3ccc(S(C)(=O)=O)cc3)c2C)c1	-13	10	0.1	-8	3	3	-4	-5	0	-1
CCOC(=O)[C@]12CCCC=C1N(CCCOC)C(=O)[C@@H]2CC(=O)N1CCCC1	.	-6	-0.1	.	2	0	1	-7	1	-1
COC(=O)c1ccc2nc(C)cc(Nc3ccc(N(C)C)cc3)c2c1	8	2	0.2	8	-1	1	-2	-7	-3	-3
CCC(=O)c1ccc(OC(=O)Cc2ccc(OC)cc2)cc1	2	-1	-0.5	2	-6	-1	0	-3	2	3
COc1ccc(Br)cc1C(=O)Nc1ccc(C(=O)NCC(C)C)cc1	18	0	0.1	6	-2	-2	5	1	-4	3
CCN(CC)C(=O)C(=O)c1cn(CC(=O)NCC2CCCO2)c2ccccc12 (stereo not given)	0	9	-1.0	4	5	5	1	-4	-1	1

Reprinted at random: 2 entries already listed, in no set order.
SMILES	ASAP1 inh	DDE Tn6 FP inh	KLK7 zymogen act	ARFGAP1 inhibitor	PLCb3 inh	PLCg1 inh	MBD2 DNA inh	Tn7 DDE FP	UHRF1 binding	ADAM17 inh
COc1ccc(NC(=O)NNS(=O)(=O)c2cc(C)ccc2C)cc1OC	6	1	-0.2	0	-6	-2	-4	0	-2	0
CCN(CC(=O)NCc1ccc(F)cc1)C(=O)CN1CCN(c2ccccc2OC)CC1	-3	-8	0.3	6	-4	0	-6	-1	-1	-1

Additional results:
SMILES	ASAP1 inh	DDE Tn6 FP inh	KLK7 zymogen act	ARFGAP1 inhibitor	PLCb3 inh	PLCg1 inh	MBD2 DNA inh	Tn7 DDE FP	UHRF1 binding	ADAM17 inh
C/C(=N\NS(=O)(=O)c1ccc(C)cc1)c1cc2ccccc2oc1=O	12	-1	0.6	-2	2	-2	-8	-4	-4	-4
CCC(C)c1ccc(NC(=O)N2CCOCC2)cc1 (stereo not given)	3	8	-1.2	-18	-6	0	-4	3	-3	-4
COc1ccc(CNC(=O)[C@H](C)[C@@H]2C[C@@]2(C)[C@@H](NC(=O)OCc2ccccc2)c2ccccc2)cc1OC	6	-1	0.0	5	6	5	-3	-5	-1	3
CCc1ncc(CN2CCCC(C(=O)Nc3cccc(-c4cccc(C)c4)c3)C2)cn1 (stereo not given)	-5	-2	0.7	4	-9	1	4	3	1	-1
COc1ccc(-n2c(=O)c3ccccc3n(CC(=O)NC3CCCC3)c2=O)cc1	-12	4	-0.1	1	-1	-1	1	13	0	-5
O=C(c1cccs1)N(Cc1ccco1)c1nc(-c2ccc(F)cc2)cs1	-11	0	-0.9	0	-1	2	0	0	2	-2
Cc1ccc(C(C)NC(=O)c2ccc3c(c2)OCO3)cc1C (stereo not given)	7	-5	-0.2	-1	-13	2	1	-4	-4	-3
CC1(Cc2cc(Cl)ccc2C(F)(F)F)C(=O)Nc2c(Cl)cccc21 (stereo not given)	1	1	0.0	-1	0	1	6	2	0	5
CCN(CC)CCNS(=O)(=O)c1ccc(C(=O)NN)cc1	10	-4	0.1	-2	-6	6	-1	-3	1	-2
Cc1ccc(C(=O)Nc2ccccc2NC(=O)c2ccc(C)o2)o1	7	6	-0.4	-3	-1	1	2	4	3	1
O=c1cnnc(N/N=C/c2cccs2)[nH]1	5	-2	0.1	4	-10	-4	2	1	-1	-6
Cc1ccc(NC(=S)NC2CCN(Cc3ccccc3)CC2)cc1C	14	-9	0.3	2	3	2	-1	-7	-1	-1
O=C(NCc1ccc(Cl)nc1)c1ccc2sc([C@@H]3O[C@H](CO)[C@H](O)[C@H](O)[C@H]3O)nc2c1	-2	-3	0.2	9	-6	-1	0	0	-2	-4
CCCn1nnnc1NCc1ccccc1OCC	-2	2	-0.3	-14	-5	-1	1	-7	2	2
COc1ccc(C(CNC(=O)c2cccc(S(=O)(=O)Nc3ccc(F)cc3)c2)N2CCOCC2)cc1 (stereo not given)	-4	-1	0.4	5	0	6	-3	-4	-2	6
CCOc1ccc(C(=O)Nc2nccs2)cc1[N+](=O)[O-]	-2	-3	0.1	-4	3	2	-4	-5	1	1
